OXTR agonist = human OXTR agonists, primary screen, fluorescence, CHO-OTR cells, Fluo-8 calcium | Oxytocin receptor (Homo sapiens), P30559 | Fluo-8 calcium fluorescence; normalized: DMSO 0%, oxytocin 100% | activation, % at 3 µM | hit rate 0.32% among 320,000 | AID 2435, 2010;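 active = activation above the mean of all tested compounds plus 3 SD, cutoff set per screening run, cut at about 20% in these data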;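 also: peak over basal fluorescence ratio from a 100 s FLIPR kinetic read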
PHOSPHO1 block = PubChem AID 1565; hit rate 1.1% among 290,000; Phosphoethanolamine/phosphocholine phosphatase (Homo sapiens), Q8TCT1; recombinant PHOSPHO1, absorbance phosphatase assay; inhibition, % at 13.3 µM; in the data active = inhibition above about 60%
GPR7 antag = GPR7 receptor antagonists, primary screen, cell-based, fluorescence, single concentration | hit rate 1.1% among 290,000 | AID 1861, 2009 | Neuropeptides B/W receptor type 1 (Homo sapiens), P48145 | inhibition, % at 4.4 µM | GPR7-expressing cells, fluorescence antagonist assay; in the data active = inhibition above about 16%, passing the limit was not always enough;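 also: cells stimulated with the agonist NPW; 0% = agonist with vehicle and 100% = vehicle without agonist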
Target sequence (P48145 whole entry, looked up): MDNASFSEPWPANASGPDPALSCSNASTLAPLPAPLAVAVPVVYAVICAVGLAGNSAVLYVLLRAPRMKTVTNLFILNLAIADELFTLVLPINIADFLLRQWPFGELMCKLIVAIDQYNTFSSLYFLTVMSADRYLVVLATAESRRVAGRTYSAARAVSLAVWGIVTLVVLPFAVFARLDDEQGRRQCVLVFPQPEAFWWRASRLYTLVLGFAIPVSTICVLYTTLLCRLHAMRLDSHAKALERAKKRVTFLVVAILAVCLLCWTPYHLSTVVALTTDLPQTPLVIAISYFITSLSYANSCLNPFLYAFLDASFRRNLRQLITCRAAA
FID counter = compounds displacing fluorescent DNA intercalator, primary screen, artefact control for HCV NS3 helicase inhibitor project, biochemical, FID fluorescence. DNA fluorescent intercalator displacement. inhibition, % at 7.9 µM. hit rate 0.17% among 290,000; in the data active = inhibition above about 37%;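 also: 0% = vehicle and 100% = reference compound; higher means more ethidium bromide displaced from hairpin DNA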
MEKK2 mut-MEK5 = MEK5 binding signal on mutant MEKK2 PB1, primary screen, biochemical, multiplex bead flow cytometry, Alexa488-MEK5; Alexa488-MEK5 binding to MEKK2 mutant; percent response, % at 10 µM; hit rate 0.35% among 290,000; in the data active = percent response above about 24%, passing the limit was not always enough; also: inactives centre near 1; some results filed as inactive read as strong as hits; reference of the scale not given here
NALP1 yeast inh = NALP1 inflammasome inhibitors in reconstituted yeast, colorimetric, S. cerevisiae, triplicate retest. inhibition, % at 10 µM. S. cerevisiae NALP1/ASC/caspase-1 growth, X-gal OD620, 72 h. hit rate 0.61% among 280,000; in the data active = inhibition mostly above about 24%, no sharp cut-off; inactive = mostly below about 32%; also: some compounds called inactive have numbers as strong as hits
M18AAP inhibitor = PfM18AAP inhibitors, malaria aminopeptidase, primary screen, biochemical, QFRET, recombinant enzyme. M18 aspartyl aminopeptidase (Plasmodium falciparum 3D7). H-Glu-NHMec fluorogenic cleavage. inhibition, % at 7.35 µM. hit rate 1.2% among 290,000;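 active = inhibition above the campaign mean inhibition over all tested compounds plus 3 SD, cut at about 28% in these data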;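 also: 0% = plate median of test compound wells and 100% = 2 mM ZnCl2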
MEKK2 WT-MEK5 = modulators of MEK5 binding to wildtype MEKK2, primary screen, biochemical, multiplex bead flow cytometry, Alexa488-MEK5 | Mitogen-activated protein kinase kinase kinase 2 (Homo sapiens), Q9Y2U5 | Alexa488-MEK5 binding to MEKK2 WT; actives lie on both sides | binding response (% of control), % at 10 µM | hit rate 1.1% among 290,000; in the data active = binding response below about 67% or above about 130%
MEKK3 PB1 HTS = modulators of MEKK3-MEK5 PB1 binding, primary screen, biochemical, wildtype MEKK3, multiplex bead flow cytometry, Alexa488-MEK5 | Mitogen-activated protein kinase kinase kinase 3 (Homo sapiens), Q99759 | bead-based flow cytometry, Alexa488-MEK5 binding to MEKK3; actives lie on both sides; 0 = blocked by unlabeled MEK5, 100 = vehicle | binding response (% of control), % at 10 µM | hit rate 1.4% among 290,000 | AID 1529, 2009;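 active = binding response more than 3 SD above or below the average of its plate-row segment, actives on both sides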;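 also: Alexa488 bead fluorescence after subtracting the streptavidin-only scavenger bead signal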
Target sequence (Q99759 whole entry, looked up): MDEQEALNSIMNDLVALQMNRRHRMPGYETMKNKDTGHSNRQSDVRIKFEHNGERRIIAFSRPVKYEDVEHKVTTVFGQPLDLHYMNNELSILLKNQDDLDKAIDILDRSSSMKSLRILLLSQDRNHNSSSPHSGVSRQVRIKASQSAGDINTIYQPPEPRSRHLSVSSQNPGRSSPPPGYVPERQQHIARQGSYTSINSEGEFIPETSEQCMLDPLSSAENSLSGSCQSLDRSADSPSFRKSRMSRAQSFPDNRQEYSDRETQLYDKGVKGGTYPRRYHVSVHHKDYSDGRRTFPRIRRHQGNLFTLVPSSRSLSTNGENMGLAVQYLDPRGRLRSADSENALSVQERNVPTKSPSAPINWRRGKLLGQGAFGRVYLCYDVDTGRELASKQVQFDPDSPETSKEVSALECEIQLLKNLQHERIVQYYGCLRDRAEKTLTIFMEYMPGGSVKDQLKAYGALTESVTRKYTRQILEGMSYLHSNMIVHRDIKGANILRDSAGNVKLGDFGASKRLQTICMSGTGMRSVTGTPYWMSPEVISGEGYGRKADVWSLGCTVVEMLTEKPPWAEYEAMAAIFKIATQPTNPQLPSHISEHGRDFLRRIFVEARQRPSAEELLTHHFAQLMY
* marks the source's active call; other numbers are inactive results.

COc1ccc(N(CC(=O)N2CCCCCC2)S(C)(=O)=O)cc1Cl was read as OXTR agonist -0.4, PHOSPHO1 block 30, GPR7 antag 2, FID counter -14, MEKK2 mut-MEK5 1, NALP1 yeast inh 21, M18AAP inhibitor -11, MEKK2 WT-MEK5 103 and MEKK3 PB1 HTS 100.
Screening N#C/C(=C1/CCCCCN1)c1nc2ccccc2s1 returned OXTR agonist 6.7, PHOSPHO1 block 9, GPR7 antag -3, FID counter 1, MEKK2 mut-MEK5 1, NALP1 yeast inh -14, M18AAP inhibitor 3, MEKK2 WT-MEK5 97 and MEKK3 PB1 HTS 103.
Screening CSc1nnc2c(n1)OC(c1cccn1C)N(C(C)=O)c1ccccc1-2 (stereo unspecified) returned OXTR agonist 0.1, PHOSPHO1 block 2, GPR7 antag -5, FID counter 3, MEKK2 mut-MEK5 -9, NALP1 yeast inh -14, M18AAP inhibitor -2, MEKK2 WT-MEK5 94 and MEKK3 PB1 HTS 100.
Screening N/C(Cc1ccc([N+](=O)[O-])cc1)=N\OC(=O)COc1ccc2ccccc2c1 returned OXTR agonist 2.9, PHOSPHO1 block 14, GPR7 antag 5, FID counter 3, MEKK2 mut-MEK5 4, NALP1 yeast inh 12, M18AAP inhibitor 1, MEKK2 WT-MEK5 104 and MEKK3 PB1 HTS 101.
For COCCc1nnc(NC(=O)C(C)C)s1 the results were OXTR agonist 0.0, PHOSPHO1 block 16, GPR7 antag -2, FID counter -4, MEKK2 mut-MEK5 -1, NALP1 yeast inh -18, M18AAP inhibitor 1, MEKK2 WT-MEK5 106 and MEKK3 PB1 HTS 104.
`Brc1ccc(N/N=C(/N=Nc2nn[nH]n2)c2ccccc2)cc1` gave OXTR agonist -1.5, PHOSPHO1 block -79, GPR7 antag -15, FID counter -2, MEKK2 mut-MEK5 -3, NALP1 yeast inh -14, M18AAP inhibitor 20, MEKK2 WT-MEK5 95 and MEKK3 PB1 HTS 107.
Screening O=C1C2C(C(=O)N1c1ccncc1)C1C=CC2C12CC2 (stereo unspecified) returned OXTR agonist -2.3, PHOSPHO1 block -14, GPR7 antag -6, FID counter -1, MEKK2 mut-MEK5 3, NALP1 yeast inh -6, M18AAP inhibitor 2, MEKK2 WT-MEK5 103 and MEKK3 PB1 HTS 105.
Cc1cc(=O)n2[nH]c(SCc3ccccc3Cl)nc2n1 was read as OXTR agonist -1.2, PHOSPHO1 block 50, GPR7 antag -12, FID counter -3, MEKK2 mut-MEK5 7, NALP1 yeast inh 16, M18AAP inhibitor 0, MEKK2 WT-MEK5 110 and MEKK3 PB1 HTS 109.
`O=C(CCc1ccccc1)Nc1nnc(-c2cccs2)o1` gave OXTR agonist 0.2, PHOSPHO1 block 7, GPR7 antag -7, FID counter -6, MEKK2 mut-MEK5 4, NALP1 yeast inh -30, M18AAP inhibitor 8, MEKK2 WT-MEK5 109 and MEKK3 PB1 HTS 104.
O=C(NNc1nc2c(F)cc(F)cc2s1)C1=COCCO1 was read as OXTR agonist 1.1, PHOSPHO1 block 27, GPR7 antag -3, FID counter -5, MEKK2 mut-MEK5 1, NALP1 yeast inh 3, M18AAP inhibitor 33*, MEKK2 WT-MEK5 104 and MEKK3 PB1 HTS 104.
Screening Cc1nc(-c2ccc(S(=O)(=O)Nc3ccccc3C)cc2)co1 returned OXTR agonist 3.7, PHOSPHO1 block 18, GPR7 antag -2, FID counter -24, MEKK2 mut-MEK5 3, NALP1 yeast inh 14, M18AAP inhibitor 3, MEKK2 WT-MEK5 100 and MEKK3 PB1 HTS 100.
Oc1ccc2nnc3c(Br)cnn3c2c1 was read as OXTR agonist 11, PHOSPHO1 block 20, GPR7 antag 2, FID counter 3, MEKK2 mut-MEK5 1, NALP1 yeast inh 0, M18AAP inhibitor 11, MEKK2 WT-MEK5 99 and MEKK3 PB1 HTS 98.
Screening C=CCN1C(=O)C2C(C(=O)NC3CCCC3)C3(C)C=CC2(O3)C1C(=O)NC1CCCC1 (stereo unspecified) returned OXTR agonist 0.4, PHOSPHO1 block 11, GPR7 antag -4, FID counter -4, MEKK2 mut-MEK5 3, NALP1 yeast inh 18, M18AAP inhibitor -5, MEKK2 WT-MEK5 105 and MEKK3 PB1 HTS 102.
COc1ccc(NC(=O)c2cccnc2N2CCCCC2)cc1 was read as OXTR agonist -2.7, PHOSPHO1 block 17, GPR7 antag -11, FID counter -20, MEKK2 mut-MEK5 -1, NALP1 yeast inh 0, M18AAP inhibitor -8, MEKK2 WT-MEK5 100 and MEKK3 PB1 HTS 93.
For CCn1cc(/C=C(\NC(=O)c2ccccc2Cl)C(=O)NCCN2CCOCC2)c2ccccc21 the results were OXTR agonist -0.8, PHOSPHO1 block 44, GPR7 antag -9, FID counter 18, MEKK2 mut-MEK5 14, NALP1 yeast inh 17, M18AAP inhibitor 2, MEKK2 WT-MEK5 106 and MEKK3 PB1 HTS 105.
O=C(CN(C(=O)CNC(=O)c1ccco1)c1ccc2c(c1)OCO2)NC1CCCCC1 was read as OXTR agonist -0.1, PHOSPHO1 block -4, GPR7 antag -5, FID counter -15, MEKK2 mut-MEK5 1, NALP1 yeast inh 15, M18AAP inhibitor -3, MEKK2 WT-MEK5 102 and MEKK3 PB1 HTS 92.
For c1ccc(C2=NC(c3ccccc3)N=C(c3ccccc3)N2)cc1 the results were OXTR agonist -1.3, PHOSPHO1 block 20, GPR7 antag -17, FID counter 4, MEKK2 mut-MEK5 -1, NALP1 yeast inh -4, M18AAP inhibitor -10, MEKK2 WT-MEK5 91 and MEKK3 PB1 HTS 93.
For CCOc1cc(S(=O)(=O)N2CCCC2)ccc1Cl the results were OXTR agonist 0.3, PHOSPHO1 block 3, GPR7 antag -4, FID counter 0, MEKK2 mut-MEK5 8, NALP1 yeast inh 4, M18AAP inhibitor 0, MEKK2 WT-MEK5 105 and MEKK3 PB1 HTS 103.
For CCCCN(C(=O)c1ccc2c(c1)OCO2)c1ccccc1 the results were OXTR agonist -2.0, PHOSPHO1 block 41, GPR7 antag 2, FID counter -23, MEKK2 mut-MEK5 -2, NALP1 yeast inh 9, M18AAP inhibitor -3, MEKK2 WT-MEK5 102 and MEKK3 PB1 HTS 105.
CCOc1ccc(NC(=O)C2CCN(C(=O)NC3CCCCC3)CC2)cc1 was read as OXTR agonist -0.8, PHOSPHO1 block -1, GPR7 antag -7, FID counter -6, MEKK2 mut-MEK5 3, NALP1 yeast inh 11, M18AAP inhibitor 2, MEKK2 WT-MEK5 104 and MEKK3 PB1 HTS 104.

By substructure, the compounds so far containing an NH in an aromatic ring.
`Brc1ccc(N/N=C(/N=Nc2nn[nH]n2)c2ccccc2)cc1` gave OXTR agonist -1.5, PHOSPHO1 block -79, GPR7 antag -15, FID counter -2, MEKK2 mut-MEK5 -3, NALP1 yeast inh -14, M18AAP inhibitor 20, MEKK2 WT-MEK5 95 and MEKK3 PB1 HTS 107.
Cc1cc(=O)n2[nH]c(SCc3ccccc3Cl)nc2n1 was read as OXTR agonist -1.2, PHOSPHO1 block 50, GPR7 antag -12, FID counter -3, MEKK2 mut-MEK5 7, NALP1 yeast inh 16, M18AAP inhibitor 0, MEKK2 WT-MEK5 110 and MEKK3 PB1 HTS 109.

Other structures follow.
`Cn1c(=O)c([N+](=O)[O-])c(N2CCSCC2)c2ccccc21` gave OXTR agonist -1.1, PHOSPHO1 block 40, GPR7 antag 2, FID counter 2, MEKK2 mut-MEK5 -20, NALP1 yeast inh 17, M18AAP inhibitor -15, MEKK2 WT-MEK5 81 and MEKK3 PB1 HTS 79.
For CCC(C(=O)NC1CCCC1)N(C(=O)Cn1nnc(-c2ccc(OC)c(OC)c2)n1)C1CCCCC1 (stereo unspecified) the results were OXTR agonist -0.7, PHOSPHO1 block -4, GPR7 antag 6, FID counter -35, MEKK2 mut-MEK5 -1, NALP1 yeast inh 29, M18AAP inhibitor -5, MEKK2 WT-MEK5 97 and MEKK3 PB1 HTS 100.
`O=C(CN1CC[n+]2c(-c3cccs3)csc21)c1ccc(-c2ccccc2)cc1` gave OXTR agonist 0.7, PHOSPHO1 block -1, GPR7 antag -7, FID counter 4, MEKK2 mut-MEK5 3, NALP1 yeast inh 10, M18AAP inhibitor -1, MEKK2 WT-MEK5 118 and MEKK3 PB1 HTS 87.
Cc1ccc(C(=O)c2ccccc2C(=O)OCC(=O)Nc2ccc(SC(F)F)cc2)cc1 was read as OXTR agonist 1.8, PHOSPHO1 block -16, GPR7 antag -11, FID counter -17, MEKK2 mut-MEK5 -1, NALP1 yeast inh 21, M18AAP inhibitor 4, MEKK2 WT-MEK5 106 and MEKK3 PB1 HTS 100.
For COc1nc(-c2ccccc2)ccc1-c1noc(-c2ccccc2F)n1 the results were OXTR agonist 0.1, PHOSPHO1 block 3, GPR7 antag -4, FID counter -3, MEKK2 mut-MEK5 4, NALP1 yeast inh 9, M18AAP inhibitor 6, MEKK2 WT-MEK5 103 and MEKK3 PB1 HTS 101.
`O=C(/C=C/c1ccc(Br)o1)OCc1ccccc1` gave OXTR agonist -1.5, PHOSPHO1 block 16, GPR7 antag 1, FID counter -1, MEKK2 mut-MEK5 1, NALP1 yeast inh 1, M18AAP inhibitor -4, MEKK2 WT-MEK5 98 and MEKK3 PB1 HTS 100.
COc1ccc(C2/C=C\CN(S(=O)(=O)c3ccc4ccccc4c3)CC(=O)N2Cc2ccc(F)cc2)cc1 (stereo unspecified) was read as OXTR agonist -0.3, PHOSPHO1 block 25, MEKK2 mut-MEK5 2, MEKK2 WT-MEK5 83 and MEKK3 PB1 HTS 89.
CCOC(=O)C(C)Sc1nc2c(cnn2-c2ccc(C)cc2)c(=O)[nH]1 (stereo unspecified) was read as OXTR agonist -2.5, PHOSPHO1 block -7, GPR7 antag -1, FID counter -7, MEKK2 mut-MEK5 2, NALP1 yeast inh 7, M18AAP inhibitor -6, MEKK2 WT-MEK5 102 and MEKK3 PB1 HTS 106.
Screening CC(OC(=O)CNC(=O)c1ccccc1F)C(=O)Nc1nc(-c2ccccc2)cs1 (stereo unspecified) returned OXTR agonist -0.6, PHOSPHO1 block 3, GPR7 antag 0, FID counter -12, MEKK2 mut-MEK5 -3, NALP1 yeast inh 23, M18AAP inhibitor -2, MEKK2 WT-MEK5 92 and MEKK3 PB1 HTS 94.
COc1ccc(/C=N\NC(=O)c2ccccc2[N+](=O)[O-])cc1COc1c(F)c(F)c(F)c(F)c1F was read as OXTR agonist -0.9, PHOSPHO1 block 16, GPR7 antag -14, FID counter -10, MEKK2 mut-MEK5 -4, NALP1 yeast inh 11, M18AAP inhibitor 0, MEKK2 WT-MEK5 97 and MEKK3 PB1 HTS 104.
`Cc1ccc(S(=O)(=O)NNC(=O)/C=C/c2cccc(F)c2)cc1` gave OXTR agonist -0.5, PHOSPHO1 block 36, GPR7 antag 3, FID counter -19, MEKK2 mut-MEK5 7, NALP1 yeast inh -1, M18AAP inhibitor 13, MEKK2 WT-MEK5 106 and MEKK3 PB1 HTS 108.
For O=C(CSc1nnc(CNC(=O)c2cccs2)o1)NCC1CCCO1 (stereo unspecified) the results were OXTR agonist 0.4, PHOSPHO1 block -11, GPR7 antag 5, FID counter -1, MEKK2 mut-MEK5 6, NALP1 yeast inh 34, M18AAP inhibitor -8, MEKK2 WT-MEK5 63 and MEKK3 PB1 HTS 98.

Screens (PubChem BioAssay)
